Apaf-1 inh = inhibitors of human Apaf-1 apoptosome; reconstituted apoptosome caspase-3 activity, DEVD-Rh110 fluorescence; inhibition, % at 20 µM; hit rate 0.71% among 330,000; AID 489030; active means inhibition of at least 40% at 20 µM;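 further: plate controls were DMSO wells for no effect and DEVD-CHO caspase inhibitor wells for full effect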
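System: reconstituted apoptosome with Apaf-1, cytochrome c, caspase-9, procaspase-3, dATP; Signal: Rh110 fluorescence intensity; Schedule: 30 min compound preincubation, 50 min activation, room temperature; Reagent: cytochrome c trigger plus (Z-DEVD)2-Rh110 caspase-3 substrate.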
tim10-1 inh = tim10-1 yeast growth inhibition; S. cerevisiae tim10-1 ts strain growth, BacTiter-Glo, 24 h; inhibition, % at 20 µM; hit rate 2.2% among 330,000;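 active means inhibition of at least 40%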;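 further: mutant grown at 25 °C; 0% = DMSO wells with yeast and 100% = wells holding no yeast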
mIAP inh = blocks mouse intestinal alkaline phosphatase. AID 2806. inhibition, % at 10 µM. hit rate 0.2% among 330,000. purified mouse IAP, CDP-Star luminescence, 30 min;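 active means inhibition of at least 40% at 10 µM in the primary screen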;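 further: plate controls were DMSO with enzyme for no effect and no enzyme wells for full effect; values of inactives mirror those of a sister screen read the other way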
TIM10 inh = inhibits growth of TIM10 yeast strain | inhibition, % at 10 µM | hit rate 1.4% among 330,000 | S. cerevisiae TIM10 strain growth, BacTiter-Glo luminescence, 24 h;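 active means inhibition of 40% or more at the single tested concentration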;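 further: wild-type TIM10 isogenic control strain grown at permissive 25 °C; 0% = DMSO yeast wells and 100% = minimal medium wells without yeast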
mIAP activ = mouse IAP activation; muIAP, CDP-Star luminescence, 30 min; active compounds read high; 1 = vehicle-only enzyme signal, 0 = enzyme-free wells; activation factor at 10 µM; hit rate 0.24% among 330,000; AID 2805;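 active means activation factor of at least 2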; further: the source names both 10 and 20 µM as test concentration; values of inactives mirror those of a sister screen read the other way
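Assay system: mouse IAP enzyme; reagent: chemiluminescent substrate CDP-Star; dosing: test compounds delivered from DMSO solution; schedule: 30 min at room temperature; measured by: luminescence from enzymatic CDP-Star hydrolysis; controls: DMSO-only wells and no-enzyme negative control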
hIAP block = blocks human intestinal alkaline phosphatase; P09923; purified IAP, CDP-Star luminescence, 30 min; inhibition, % at 10 µM; hit rate 0.12% among 330,000;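 active means inhibition reaching a set limit with compound at 10 µM in the primary screen, cut at about 35% in these data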;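 further: plate controls were DMSO wells with enzyme for no effect and no-enzyme buffer wells for full effect; values of inactives mirror those of a sister screen read the other way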
Target sequence (P09923 whole entry, looked up): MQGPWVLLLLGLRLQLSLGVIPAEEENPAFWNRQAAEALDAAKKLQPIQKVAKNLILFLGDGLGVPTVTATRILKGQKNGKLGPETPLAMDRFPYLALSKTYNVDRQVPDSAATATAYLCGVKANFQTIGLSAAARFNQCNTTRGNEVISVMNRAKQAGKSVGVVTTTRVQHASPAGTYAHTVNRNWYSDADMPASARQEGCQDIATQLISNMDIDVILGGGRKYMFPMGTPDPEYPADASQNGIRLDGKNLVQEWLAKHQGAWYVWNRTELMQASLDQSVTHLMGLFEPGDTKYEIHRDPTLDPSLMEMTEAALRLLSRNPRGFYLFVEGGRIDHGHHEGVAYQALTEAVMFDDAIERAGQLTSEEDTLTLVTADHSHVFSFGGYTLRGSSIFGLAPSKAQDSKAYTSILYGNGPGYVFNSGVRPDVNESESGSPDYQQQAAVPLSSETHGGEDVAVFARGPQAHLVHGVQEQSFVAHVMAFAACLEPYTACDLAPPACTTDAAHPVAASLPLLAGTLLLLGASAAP
NLRP3 yeast inh = blocks the NALP3 inflammasome reconstituted in yeast; Yeast reconstituted NLRP3/ASC/caspase-1, beta-gal luminescence, 24 h; inhibition, % at 10 µM; hit rate 0.39% among 330,000; AID 2825;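 active means inhibition of 50% or more; inactive means inhibition below 50%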;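 further: plate controls were induced DMSO wells for no effect and uninduced yeast grown without galactose for full effect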
hIAP act = human IAP activation; P09923; AID 2524; hit rate 0.16% among 330,000; activation factor at 10 µM; purified human IAP, CDP-Star luminescence, 30 min; active compounds read high; 1 = vehicle-only enzyme, 0 = enzyme-free background;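 active means activation factor of the enzyme at least 2-fold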; further: the source names both 10 and 20 µM as test concentration; values of inactives mirror those of a sister screen read the other way
ATG4B inh = ATG4B (human) cysteine protease inhibition | Q9Y4P1 | ATG4B cleavage of LC3-PLA2, NBD-HPC fluorescence, 1 h | inhibition, % at 8.33 µM | hit rate 0.51% among 340,000; in the data active means inhibition above about 40%
Target sequence (Q9Y4P1 whole entry, looked up): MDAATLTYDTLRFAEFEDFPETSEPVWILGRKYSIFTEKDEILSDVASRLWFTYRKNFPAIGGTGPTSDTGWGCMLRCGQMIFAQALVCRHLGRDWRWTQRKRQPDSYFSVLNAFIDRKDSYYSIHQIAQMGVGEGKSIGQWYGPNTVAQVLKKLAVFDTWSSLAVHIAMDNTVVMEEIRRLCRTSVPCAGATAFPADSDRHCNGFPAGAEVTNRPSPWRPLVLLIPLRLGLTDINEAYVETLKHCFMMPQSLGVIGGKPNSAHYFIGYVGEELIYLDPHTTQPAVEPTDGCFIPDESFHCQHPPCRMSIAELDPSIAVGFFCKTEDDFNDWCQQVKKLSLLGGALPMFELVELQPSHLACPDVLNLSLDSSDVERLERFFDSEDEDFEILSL
Starred values were filed as active, the others as inactive; nt = not tested or not shown. Rows are unselected (roughly 4.5% active in at least one column).

mol	Apaf-1 inh	tim10-1 inh	mIAP inh	TIM10 inh	mIAP activ	hIAP block	NLRP3 yeast inh	hIAP act	ATG4B inh
CCOC(=O)c1sc2nc3c(cc2c1N)COC(C)(CC)C3 (stereo not given)	7.1	42.8*	-12.9	34.2	1.13	1.2	8.8	0.988	-7.1
Cn1ccnc1SCC(=O)NC1CCCC1	4.2	17.2	0.5	3.9	0.995	-13.9	0.3	1.14	0.7
CCOc1ccccc1N1CCN(C/C=C/c2ccc(N(C)C)cc2)CC1	9.8	9.8	-2.1	0.9	1.02	12.8	18.7	0.872	-2.9
CC12CC3(C)CC(C)(C1)CC(C(=O)NC(=S)N1CCOCC1)(C2)C3	13.0	-3.3	-5.0	23.3	1.05	-13.1	14.8	1.13	-8.4
CCCn1c(CCc2ccccc2)nnc1SCC(=O)N1CCOCC1	-10.5	-0.6	2.8	2.2	0.972	-23.1	19.1	1.23	2.3
CC(=O)Nc1ccc(NS(=O)(=O)c2ccc(Cl)c(C(=O)O)c2)cc1	5.4	-2.0	0.6	-2.8	0.994	-0.4	7.7	1	-0.6
O=C(CCCCCCN1C(=O)c2ccccc2C1=O)N1CCC(c2ccccc2)C1 (stereo not given)	10.7	24.1	8.0	19.9	0.92	8.2	17.2	0.918	10.3
CCOc1ccc(CNC(=O)C2Cc3cc(S(=O)(=O)N4CCCCC4)ccc3N2C(C)=O)cc1 (stereo not given)	7.5	-1.1	-13.4	10.9	1.13	-12.5	3.6	1.12	-7.0
CCOc1ccc(NC(=O)CN(C)C(=O)c2cc3c(s2)CCCCC3)cc1OCC	24.4	5.3	-25.6	-2.4	1.26	-3.5	0.7	1.03	0.9
COc1cccc(NC(=O)CN(C)C(=O)c2cc(-c3ccc(C)o3)nc3ccccc23)c1	1.6	23.6	8.7	6.8	0.913	5.5	13.5	0.945	-15.2
Cc1c(C(=O)O)sc(=S)n1-c1ccc(Cl)cc1	-1.3	-11.6	7.6	-11.3	0.924	4.4	6.2	0.956	2.7
NS(=O)(=O)c1ccc(NC(=O)COC(=O)COc2cccc(C(F)(F)F)c2)cc1	-5.5	-18.7	14.1	0.6	0.859	-2.4	16.2	1.02	-9.5
COc1ccc(C(=O)Nc2cc3c(cc2N2CCCCC2)n(C)c(=O)n3C)cc1OC	18.0	48.3*	-1.3	11.9	1.01	-22.5	6.9	1.23	-11.9
CCCc1ccc(-c2cc(C(=O)Nc3ccc([N+](=O)[O-])cn3)c3ccccc3n2)cc1	12.1	19.8	15.7	8.3	0.843	5.0	15.6	0.95	-2.3
CC(=O)OC1CC(C)N(C(=O)c2ccccc2)c2ccc(C)cc21 (stereo not given)	-1.7	20.4	0.4	16.4	0.996	2.0	-14.2	0.98	-0.1

Reprinted from the part before: 5 entries; new compounds follow.
mol	Apaf-1 inh	tim10-1 inh	mIAP inh	TIM10 inh	mIAP activ	hIAP block	NLRP3 yeast inh	hIAP act	ATG4B inh
Cc1c(C(=O)O)sc(=S)n1-c1ccc(Cl)cc1	-1.3	-11.6	7.6	-11.3	0.924	4.4	6.2	0.956	2.7
NS(=O)(=O)c1ccc(NC(=O)COC(=O)COc2cccc(C(F)(F)F)c2)cc1	-5.5	-18.7	14.1	0.6	0.859	-2.4	16.2	1.02	-9.5
COc1ccc(C(=O)Nc2cc3c(cc2N2CCCCC2)n(C)c(=O)n3C)cc1OC	18.0	48.3*	-1.3	11.9	1.01	-22.5	6.9	1.23	-11.9
CCCc1ccc(-c2cc(C(=O)Nc3ccc([N+](=O)[O-])cn3)c3ccccc3n2)cc1	12.1	19.8	15.7	8.3	0.843	5.0	15.6	0.95	-2.3
CC(=O)OC1CC(C)N(C(=O)c2ccccc2)c2ccc(C)cc21 (stereo not given)	-1.7	20.4	0.4	16.4	0.996	2.0	-14.2	0.98	-0.1
CCNc1nc(-c2ccc(Cl)cc2)cs1	12.2	24.3	-2.9	16.4	1.03	-10.2	-14.0	1.1	-1.9
CC(OC(=O)c1nsc(Cl)c1Cl)C(=O)NCc1ccco1 (stereo not given)	-3.4	4.7	8.5	9.3	0.915	2.4	5.8	0.976	-1.2
Cc1ccc(N2C(=O)C3N=NN(CC(=O)N4N=C(c5ccccc5)CC4c4ccccc4)C3C2=O)cc1 (stereo not given)	6.0	4.2	-2.1	19.9	1.02	-8.8	65.4*	1.09	-2.5
Cc1cccc(N=C2SC(C)CN2C(=O)CN2C(=O)NC3(CCCC3)C2=O)c1 (stereo not given)	7.7	-14.5	0.2	-6.1	0.998	7.0	-3.7	0.93	-12.4
CC(NC(=O)COC(=O)Cc1ccsc1)C1CC2CCC1C2 (stereo not given)	1.9	18.1	-4.1	-5.2	1.04	4.0	16.2	0.96	-1.5
CN1CCC(NC(=O)c2cccs2)CC1	12.3	5.2	-16.0	-0.5	1.16	-29.5	-15.8	1.29	-1.6
CCN(C(=O)CCc1ccccc1)C1CCCCC1	13.5	0.0	6.9	8.9	0.931	-36.9	-2.8	1.37	4.0
C/C(=N/NC(=O)CNC(=O)c1ccccn1)c1ccc([N+](=O)[O-])cc1	7.1	-3.2	9.4	-8.9	0.906	3.9	9.7	0.961	3.8
CC(OC(=O)Cc1ccc(Br)cc1)C(=O)NC1CCCC1 (stereo not given)	6.1	0.1	18.0	-6.3	0.82	4.9	19.4	0.951	-4.5
O=C(Cn1cc2c(n1)CCCCC2)NCc1ccccc1	0.0	6.4	2.0	-6.4	0.98	-3.3	17.5	1.03	-1.1
O=C(Nc1cccnc1)c1cc(S(=O)(=O)N2CCOCC2)ccc1Br	5.7	-4.1	-7.7	-1.8	1.08	18.8	-9.6	0.812	4.8
Cc1ccn2c(NC3CCCCC3)c(-c3cccc(SC4CCCCC4)c3)nc2c1	40.4*	39.2	-4.7	29.5	1.05	16.8	3.3	0.832	11.1
O=C(CNS(=O)(=O)c1cccc(F)c1)OCC(=O)N1CCCC1=O	-0.3	12.0	2.6	11.6	0.974	-0.6	24.2	1.01	-2.5
CSc1nc2c(c(=O)[nH]1)C(c1ccncc1)C(C(=O)OC(C)C)=C(C)N2 (stereo not given)	16.1	10.2	1.7	-8.3	0.983	-5.2	2.4	1.05	-0.9
CC(C)c1nc2ccc(Br)cn2c1NC1CCCC1	0.9	11.1	0.3	2.7	0.997	12.1	21.8	0.879	3.0
Nc1nonc1-n1nnc(C(=O)N/N=C/c2ccccc2F)c1CN1CCc2ccccc21	15.8	46.0*	5.9	-5.2	0.941	-26.6	17.9	1.27	-14.3
CC1CCCC(NC(=O)C2CCN(C(=O)Nc3ccccc3)CC2)C1C (stereo not given)	5.7	7.2	-6.1	8.3	1.06	6.0	14.1	0.94	0.2
CC(C)CN(C(=O)CCC(=O)OCC(=O)NCCc1ccccc1)c1c(N)n(CC(C)C)c(=O)[nH]c1=O	3.5	6.3	5.8	4.1	0.942	-29.3	8.5	1.29	0.1
C[C@H](NC(=O)C1CC(=O)N(c2ccc3c(c2)OCCO3)C1)C(=O)NCc1ccco1 (stereo not given in full)	-20.0	7.0	2.2	7.4	0.978	23.4	7.1	0.766	-8.6
CCCCNC(=O)C1CCCN(S(=O)(=O)CC)C1 (stereo not given)	-0.6	2.2	-3.8	4.1	1.04	-17.1	10.2	1.17	-4.7
O=c1c2ccccc2[nH]c(=S)n1CCN1CCC(=C(c2ccc(F)cc2)c2ccc(F)cc2)CC1	15.1	34.3	7.8	30.5	0.922	-8.3	28.9	1.08	nt
CCN(CC)c1ccc(S(=O)(=O)N2CCOCC2)cc1NC(=O)CNCc1ccccc1	14.8	22.5	-10.9	15.0	1.11	-25.5	-0.8	1.25	-6.1
Cc1ccc(OC(=O)c2cccc([N+](=O)[O-])c2)c(-n2nc3ccccc3n2)c1	6.8	25.0	12.8	-14.9	0.872	-11.0	-9.2	1.11	13.6
COCc1cc(=O)[nH]c2cc(NC(=O)c3cccc(OC)c3)c(C)cc12	-4.7	-8.2	10.5	5.8	0.895	8.8	17.5	0.912	-6.3
CCCC(C)C(=O)OCC(=O)NCc1ccc(OC)c(OC)c1 (stereo not given)	-6.4	15.5	3.1	-10.1	0.969	-11.8	3.8	1.12	-11.0
Cc1ccc(-c2noc(CSc3nnc(-c4cccs4)n3C)n2)cc1	5.3	21.5	3.6	12.3	0.964	-4.5	22.2	1.04	-7.1
COc1ccc(S(=O)(=O)N(C)CC(=O)NCc2ccc3c(c2)OCO3)cc1	4.7	16.1	-7.6	-10.3	1.08	-6.3	20.7	1.06	3.9
O=c1[nH]nc(SCCS(=O)(=O)c2ccc(F)cc2)n1-c1ccccc1	-5.2	12.2	-5.8	14.9	1.06	1.6	0.8	0.984	-7.1
CC(C)NC(=O)C(=O)Nc1ccc2c(c1)N(S(=O)(=O)c1cccs1)CCC2	16.5	43.2*	-7.1	25.7	1.07	-0.1	11.8	1	-3.2
Cc1ccc(S(=O)(=O)N2CCC(C(=O)N3CCc4ccccc43)CC2)cc1	18.0	14.9	4.1	-0.1	0.959	-17.3	9.0	1.17	-4.2
CN(C(=O)c1ccc(NC(=O)Cc2cccc(NC(=O)C3CCCN(C(=O)C4CCCCC4)C3)c2)cc1)C1CCCC1 (stereo not given)	19.2	13.6	-47.4	2.6	1.47	0.5	10.5	0.995	2.6
COc1cccc(C2NC(=O)c3ccccc3O2)c1OCc1ccccc1F (stereo not given)	25.1	27.3	-22.0	42.8*	1.22	-1.4	1.1	1.01	3.7
CCOC(=O)c1oc2ccc(OC)cc2c1NC(=O)CN1CCN(C)CC1	0.9	-8.3	-3.0	-16.5	1.03	-0.4	2.3	1	-6.7
O=C1COc2ccc(C(=O)COC(=O)c3c(F)cccc3Cl)cc2N1	-3.2	-9.4	7.8	4.3	0.922	-3.3	11.3	1.03	-12.2
CCN(CC(=O)Nc1ccccc1C(F)(F)F)C(=O)c1ccccc1Cc1ccccc1	19.1	29.0	-10.4	20.3	1.1	-24.3	2.1	1.24	2.9
OC(COc1ccc(Br)cc1)CN1CCOCC1 (stereo not given)	1.5	-1.7	-7.1	-7.3	1.07	-3.3	25.1	1.03	8.1
COc1ccccc1NC(=O)C(C)OC(=O)Cn1cnc2c1c(=O)n(C)c(=O)n2C (stereo not given)	-1.6	-6.5	-1.3	7.5	1.01	-2.7	13.0	1.03	-17.9
C[C@H]1CCC(=O)N([C@H](CN=[N+]=[N-])Cc2ccccc2)CC1	-1.0	18.3	6.6	18.3	0.934	11.3	-6.5	0.887	-3.6
O=C(N/N=C/c1ccc(O)c(O)c1)N/N=C/c1ccc(O)c(O)c1	3.5	16.6	48.6*	-14.5	0.514	20.2	10.1	0.798	0.0
COc1ccc(N(CC(=O)NCc2ccccc2OC)S(=O)(=O)c2c(C)nn(C)c2C)cc1	0.5	26.6	-1.4	9.4	1.01	-13.5	10.5	1.14	-4.2

Printed as active in TIM10 inh, among the entries above:
Molecule	mIAP inh	TIM10 inh	mIAP activ	hIAP block	NLRP3 yeast inh	hIAP act	ATG4B inh
COc1cccc(C2NC(=O)c3ccccc3O2)c1OCc1ccccc1F (stereo not given)	-22.0	42.8*	1.22	-1.4	1.1	1.01	3.7
